BoNT-F LC inh = blocks Botulinum neurotoxin F light chain protease. AID 588497. Multiplex microsphere protease cleavage assay, flow cytometry. inhibition, % at 10 µM. hit rate 0.22% among 360,000; in the data active means inhibition above about 35%, passing the limit was not always enough; inconclusive means no clear call, values can overlap the other calls; further: plate controls were buffer without enzyme for full effect and enzyme alone for no effect
TcdB GH inh = inhibitors of Clostridioides difficile toxin B glycohydrolase; inhibition, % at 9.99 µM; P18177; TcdB glycohydrolase enzymatic assay, plate reader; hit rate 0.24% among 350,000; in the data active means inhibition above about 10%
Target sequence (P18177 whole entry, looked up): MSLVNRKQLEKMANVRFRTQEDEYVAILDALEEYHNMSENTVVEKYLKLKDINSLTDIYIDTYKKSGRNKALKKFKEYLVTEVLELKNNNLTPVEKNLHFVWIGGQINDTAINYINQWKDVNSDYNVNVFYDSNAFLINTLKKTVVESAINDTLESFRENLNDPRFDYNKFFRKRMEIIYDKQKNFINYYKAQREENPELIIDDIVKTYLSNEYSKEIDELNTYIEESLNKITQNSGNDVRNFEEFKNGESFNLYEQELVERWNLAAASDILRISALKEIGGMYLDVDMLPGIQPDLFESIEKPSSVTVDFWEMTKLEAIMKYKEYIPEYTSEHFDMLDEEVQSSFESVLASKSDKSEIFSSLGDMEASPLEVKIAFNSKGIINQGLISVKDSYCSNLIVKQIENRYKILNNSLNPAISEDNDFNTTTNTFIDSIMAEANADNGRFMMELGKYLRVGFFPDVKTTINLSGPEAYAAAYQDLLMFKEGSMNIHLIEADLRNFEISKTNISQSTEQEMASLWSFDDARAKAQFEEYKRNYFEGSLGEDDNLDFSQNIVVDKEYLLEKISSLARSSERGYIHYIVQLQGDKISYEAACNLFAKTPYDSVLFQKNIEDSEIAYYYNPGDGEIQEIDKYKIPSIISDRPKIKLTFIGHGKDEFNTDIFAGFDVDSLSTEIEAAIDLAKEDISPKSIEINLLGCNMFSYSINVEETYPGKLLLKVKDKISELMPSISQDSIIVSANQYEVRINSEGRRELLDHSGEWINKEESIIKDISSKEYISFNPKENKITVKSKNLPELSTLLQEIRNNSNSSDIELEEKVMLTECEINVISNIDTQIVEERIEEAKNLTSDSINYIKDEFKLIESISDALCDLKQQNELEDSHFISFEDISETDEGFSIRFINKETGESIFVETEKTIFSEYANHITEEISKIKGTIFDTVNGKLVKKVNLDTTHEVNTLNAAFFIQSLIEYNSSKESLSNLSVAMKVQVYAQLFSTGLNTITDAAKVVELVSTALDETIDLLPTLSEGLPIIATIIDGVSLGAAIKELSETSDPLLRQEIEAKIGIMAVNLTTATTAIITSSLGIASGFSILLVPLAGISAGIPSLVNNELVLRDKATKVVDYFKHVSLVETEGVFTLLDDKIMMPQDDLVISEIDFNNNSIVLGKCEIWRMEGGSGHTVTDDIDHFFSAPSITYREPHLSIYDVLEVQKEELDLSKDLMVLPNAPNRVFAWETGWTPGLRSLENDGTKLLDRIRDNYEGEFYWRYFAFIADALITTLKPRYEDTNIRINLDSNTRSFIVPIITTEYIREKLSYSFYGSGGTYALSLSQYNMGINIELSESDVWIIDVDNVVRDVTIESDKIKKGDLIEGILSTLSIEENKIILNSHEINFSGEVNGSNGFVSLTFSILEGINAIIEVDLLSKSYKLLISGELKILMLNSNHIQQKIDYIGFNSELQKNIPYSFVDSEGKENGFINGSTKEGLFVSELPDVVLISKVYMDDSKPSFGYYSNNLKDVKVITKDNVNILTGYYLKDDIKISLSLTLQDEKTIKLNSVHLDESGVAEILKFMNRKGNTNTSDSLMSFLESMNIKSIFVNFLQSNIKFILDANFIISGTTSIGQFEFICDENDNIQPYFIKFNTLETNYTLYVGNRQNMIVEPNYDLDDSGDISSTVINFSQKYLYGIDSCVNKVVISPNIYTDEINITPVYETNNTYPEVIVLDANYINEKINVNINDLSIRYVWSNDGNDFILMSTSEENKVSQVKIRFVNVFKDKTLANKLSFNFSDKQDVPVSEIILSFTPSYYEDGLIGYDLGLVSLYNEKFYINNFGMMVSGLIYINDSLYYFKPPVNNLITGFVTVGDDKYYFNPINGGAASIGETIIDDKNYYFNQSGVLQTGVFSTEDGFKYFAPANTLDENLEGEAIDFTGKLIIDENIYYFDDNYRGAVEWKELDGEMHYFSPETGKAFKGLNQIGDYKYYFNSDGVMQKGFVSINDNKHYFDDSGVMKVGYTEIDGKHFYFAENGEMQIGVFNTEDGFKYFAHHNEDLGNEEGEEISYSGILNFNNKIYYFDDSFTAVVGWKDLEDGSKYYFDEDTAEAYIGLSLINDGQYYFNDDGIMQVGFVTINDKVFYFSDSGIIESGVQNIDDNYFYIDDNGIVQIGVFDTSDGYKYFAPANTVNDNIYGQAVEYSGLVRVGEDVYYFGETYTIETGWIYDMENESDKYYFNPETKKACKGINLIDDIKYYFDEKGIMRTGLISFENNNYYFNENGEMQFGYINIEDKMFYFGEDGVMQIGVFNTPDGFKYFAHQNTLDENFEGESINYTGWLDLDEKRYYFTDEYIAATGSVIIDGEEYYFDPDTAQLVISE
Yp Topo-I inh = blocks Yersinia pestis topoisomerase I activity. activity, % at 10 µM. hit rate 0.064% among 360,000. Y. pestis Topo-I cleavage product accumulation, plate reader; in the data active means activity above about 50%, passing the limit was not always enough; inconclusive means no clear call, values can overlap the other calls; further: inactives centre near 2
BoNT A protease = BoNT A light chain protease inhibition. multiplex microsphere protease substrate cleavage, flow cytometry. inhibition, % at 10 µM. hit rate 0.17% among 360,000. AID 588499; further: plate controls were buffer without enzyme for full effect and enzyme alone for no effect
FadD28 binding = blocks FadD28 binding to the bisubstrate probe. inhibition, % at 12.5 µM. fluorescence polarization. AID 588549. hit rate 0.22% among 360,000; in the data active means inhibition above about 8.5%, passing the limit was not always enough; inconclusive means no clear call, values can overlap the other calls
Anthrax LF inh2 = blocks Bacillus anthracis lethal factor protease. P15917. multiplex microsphere protease cleavage assay, LF. inhibition, % at 10 µM. hit rate 0.12% among 360,000. AID 588501; further: plate controls were buffer without enzyme for full effect and enzyme alone for no effect
CCHFV vOTU inh = blocks the CCHF virus ovarian tumor domain protease. CCHFV vOTU protease, Pep-AMC fluorescence. inhibition, % at 11.5 µM. hit rate 0.55% among 370,000. AID 651958; in the data active means inhibition above about 30%; further: 0% = vehicle wells with enzyme and 100% = no enzyme wells
PrPC surface inh = cell surface PrPC inhibition, primary TR-FRET screen; TR-FRET read-out; inhibition, % at 13.8 µM; hit rate 0.43% among 370,000; AID 720596; in the data active means inhibition above about 24%; further: 0% = median of the test wells and 100% = reference compound wells
PfHsp40 rescue = rescue of PfHsp40-mediated yeast toxicity; S. cerevisiae expressing PfHsp40, growth rescue, ATP luminescence; growth rescue, % at 12.5 µM; hit rate 0.68% among 340,000; in the data active means growth rescue above about 28%, passing the limit was not always enough; inconclusive means no clear call, values can overlap the other calls;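 further: yeast W303a lacking pdr1 and pdr3 grown in galactose medium; growth measured after three days at 30 °C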
* = called active by the depositor; & = joins results of further samples. Unless noted, no stated cut-off is given here; in the data, active means inhibition above about 30%; inconclusive means no clear call, values can overlap the other calls; inactive means below that.

What do the screens show for `CCc1nc2c(OCc3ccc(C(F)(F)F)cc3)cccn2c1N(C)C(C)=O`?
BoNT-F LC inh: -2; TcdB GH inh: 0.6; Yp Topo-I inh: 5; BoNT A protease: 0.3; FadD28 binding: -4.3; Anthrax LF inh2: -4; CCHFV vOTU inh: 21; PrPC surface inh: 10

Results for Cc1cccc(S(=O)(=O)NC(=O)C2(C)CCN2C(=O)CCC2CCCC2)c1 (stereo not given) ?
BoNT-F LC inh: -5; TcdB GH inh: 0.1; Yp Topo-I inh: 7; BoNT A protease: -0.1; FadD28 binding: -0.1; Anthrax LF inh2: -5; CCHFV vOTU inh: 12; PrPC surface inh: 5

Results for O=C1CCCN1CCCN=c1c([N+](=O)[O-])nn(-c2ccc(Cl)cc2)n1O ?
BoNT-F LC inh: -3; TcdB GH inh: 1.4; Yp Topo-I inh: 0; BoNT A protease: -0.3; FadD28 binding: -2.6; Anthrax LF inh2: -1; CCHFV vOTU inh: 4; PrPC surface inh: -34; PfHsp40 rescue: 3.4

How did CC1(C(=O)NS(=O)(=O)C2CC2)CCN(C(=O)c2cccc(Cl)c2)C1 (stereo not given) do in these assays?
BoNT-F LC inh: 4; TcdB GH inh: 0.6; Yp Topo-I inh: 4; BoNT A protease: 0.0; FadD28 binding: -1.2; Anthrax LF inh2: -8; CCHFV vOTU inh: 6; PrPC surface inh: 3

How did CCC(C)NC(=O)C1=C(C)C(=O)OC12CCC(C)CC2 (stereo not given) do in these assays?
BoNT-F LC inh: -9; TcdB GH inh: 0.3; Yp Topo-I inh: 0; BoNT A protease: 0.0; FadD28 binding: -4.1; Anthrax LF inh2: -4; CCHFV vOTU inh: 8; PrPC surface inh: -1; PfHsp40 rescue: -0.6

What do the screens show for `CC(C)CN(C(=O)CCNC(=O)c1ccccc1Cl)C1CCS(=O)(=O)C1` (stereo not given)?
BoNT-F LC inh: 13; TcdB GH inh: -2.0; Yp Topo-I inh: -8; BoNT A protease: 1.7; FadD28 binding: -2.2; Anthrax LF inh2: 2; CCHFV vOTU inh: 13; PrPC surface inh: -8; PfHsp40 rescue: 9.6

What do the screens show for `N#CC1C(=N)Cc2ccccc2-c2ccccc21` (stereo not given)?
BoNT-F LC inh: 0; TcdB GH inh: 1.1; Yp Topo-I inh: 0; BoNT A protease: 0.0; FadD28 binding: -5.7; Anthrax LF inh2: -2; CCHFV vOTU inh: 7; PrPC surface inh: 3; PfHsp40 rescue: 39*

How did CC12CCC(C(=O)NNc3ccc([N+](=O)[O-])cc3)(CC1=O)C2(C)C (stereo not given) do in these assays?
BoNT-F LC inh: -1; TcdB GH inh: -1.0; Yp Topo-I inh: -6; BoNT A protease: 0.1; FadD28 binding: -0.7; Anthrax LF inh2: 0; CCHFV vOTU inh: 7; PrPC surface inh: -4; PfHsp40 rescue: -0.4

What do the screens show for `CC(=O)c1ccc(S(=O)(=O)N2CCn3cccc3C2C)cc1` (stereo not given)?
BoNT-F LC inh: -19; TcdB GH inh: 2.8; Yp Topo-I inh: 3; BoNT A protease: 0.2; FadD28 binding: -3.9; Anthrax LF inh2: -13; CCHFV vOTU inh: -13; PrPC surface inh: -3; PfHsp40 rescue: 0.5

What do the screens show for `O=C(O)COc1ccc(Br)cc1/C=N\Nc1ccccn1`?
BoNT-F LC inh: inconclusive; Yp Topo-I inh: 5; BoNT A protease: 4.2; FadD28 binding: 0.3; Anthrax LF inh2: -2; PfHsp40 rescue: -0.4

Results for Cn1c(=O)oc2cc(S(=O)(=O)N3CCCCC3)ccc21 ?
BoNT-F LC inh: 8; TcdB GH inh: 1.8; Yp Topo-I inh: 1; BoNT A protease: 0.1; FadD28 binding: -2.1; Anthrax LF inh2: -5; CCHFV vOTU inh: 2; PrPC surface inh: -3; PfHsp40 rescue: -1.7

What do the screens show for `O=C(CN1CCN(S(=O)(=O)c2ccccc2)CC1)Nc1ccc(Cl)c(Cl)c1`?
BoNT-F LC inh: -6; Yp Topo-I inh: -9; BoNT A protease: 0.3; FadD28 binding: -6.7; Anthrax LF inh2: 6; CCHFV vOTU inh: 1; PrPC surface inh: 4; PfHsp40 rescue: -0.7

What do the screens show for `O=C(O)CSc1ncnc2sc(-c3ccccc3)cc12`?
BoNT-F LC inh: -1; TcdB GH inh: -6.2; Yp Topo-I inh: 9; BoNT A protease: -0.8; FadD28 binding: -4.3; Anthrax LF inh2: 0; CCHFV vOTU inh: 12; PrPC surface inh: 10; PfHsp40 rescue: 2.0

What do the screens show for `O=C(Nc1nnc([C@@H]2C[C@H](O)[C@@H](CO)O2)s1)c1cccc(OC(F)(F)F)c1`?
BoNT-F LC inh: 4; TcdB GH inh: 1.3; Yp Topo-I inh: 1; BoNT A protease: -0.1; FadD28 binding: -2.8; Anthrax LF inh2: 0; CCHFV vOTU inh: 15; PrPC surface inh: 9

What do the screens show for `O=C1c2ccccc2C(=O)c2c1oc(C(F)(F)F)c2C(=O)c1ccccc1`?
BoNT-F LC inh: -17; Yp Topo-I inh: 1; BoNT A protease: -0.2; FadD28 binding: -4.3; Anthrax LF inh2: -1; CCHFV vOTU inh: 25; PrPC surface inh: -4; PfHsp40 rescue: inconclusive

What do the screens show for `N#Cc1cc2ccccc2n2nnnc12`?
BoNT-F LC inh: -16; TcdB GH inh: 0.9; Yp Topo-I inh: 0; BoNT A protease: -1.1; FadD28 binding: -3.4; Anthrax LF inh2: 4; CCHFV vOTU inh: 8; PrPC surface inh: -4; PfHsp40 rescue: 0.2

Results for CC1CCCN(S(=O)(=O)c2csc(C(N)=O)c2)C1 (stereo not given) ?
BoNT-F LC inh: 0; TcdB GH inh: 0.6; Yp Topo-I inh: -2; BoNT A protease: 0.3; FadD28 binding: -1.6; Anthrax LF inh2: -2; CCHFV vOTU inh: 10; PrPC surface inh: 2; PfHsp40 rescue: 0.7

How did COC(=O)CSc1snnc1-c1ccc(Cl)cc1Cl do in these assays?
BoNT-F LC inh: 1; Yp Topo-I inh: 0; BoNT A protease: -0.2; FadD28 binding: -7.3; Anthrax LF inh2: -8; CCHFV vOTU inh: -1; PrPC surface inh: 4; PfHsp40 rescue: 0.9

Results for CC(=O)[C@@]1(O)CC[C@H]2[C@@H]3CCC4=CC(=O)CC[C@]4(C)[C@H]3CC[C@@]21C ?
BoNT-F LC inh: -1; TcdB GH inh: 0.3; Yp Topo-I inh: 9; BoNT A protease: 0.3; FadD28 binding: -0.8; Anthrax LF inh2: -8; CCHFV vOTU inh: -1; PrPC surface inh: 4; PfHsp40 rescue: -2.2

How did Cc1cccc(NC(=S)N/N=C/c2cccn2Cc2ccc(F)cc2)c1 do in these assays?
BoNT-F LC inh: -5; TcdB GH inh: 3.8; Yp Topo-I inh: 16; BoNT A protease: 0.2; FadD28 binding: -1.6; Anthrax LF inh2: 3; CCHFV vOTU inh: 18; PrPC surface inh: 12; PfHsp40 rescue: -0.9

Next part; the last 2 above are carried over.
Results for CC(=O)[C@@]1(O)CC[C@H]2[C@@H]3CCC4=CC(=O)CC[C@]4(C)[C@H]3CC[C@@]21C ?
BoNT-F LC inh: -1; TcdB GH inh: 0.3; Yp Topo-I inh: 9; BoNT A protease: 0.3; FadD28 binding: -0.8; Anthrax LF inh2: -8; CCHFV vOTU inh: -1; PrPC surface inh: 4; PfHsp40 rescue: -2.2

How did Cc1cccc(NC(=S)N/N=C/c2cccn2Cc2ccc(F)cc2)c1 do in these assays?
BoNT-F LC inh: -5; TcdB GH inh: 3.8; Yp Topo-I inh: 16; BoNT A protease: 0.2; FadD28 binding: -1.6; Anthrax LF inh2: 3; CCHFV vOTU inh: 18; PrPC surface inh: 12; PfHsp40 rescue: -0.9

What do the screens show for `COc1ccc(C(=O)NCC2CCCN2S(=O)(=O)c2cccs2)cc1` (stereo not given)?
BoNT-F LC inh: 2; TcdB GH inh: 1.3; Yp Topo-I inh: -8; BoNT A protease: -0.5; FadD28 binding: -2.8; Anthrax LF inh2: 0; CCHFV vOTU inh: -13; PrPC surface inh: 5; PfHsp40 rescue: 0.1

What do the screens show for `CCNC(=O)Nc1ccc(S(=O)(=O)Nc2cnc(C)nc2C)cc1`?
BoNT-F LC inh: 3; TcdB GH inh: 2.6; Yp Topo-I inh: 4; BoNT A protease: 2.5; FadD28 binding: -0.6; Anthrax LF inh2: 2; CCHFV vOTU inh: 3; PrPC surface inh: -5; PfHsp40 rescue: -1.0

What do the screens show for `C[C@H]1CN([C@@H](C)CO)C(=O)c2cccc(NC(=O)Nc3ccc(C(F)(F)F)cc3)c2O[C@@H]1CN(C)Cc1ccc(Cl)c(Cl)c1`?
BoNT-F LC inh: -2; TcdB GH inh: -1.0&0.7; Yp Topo-I inh: 29; BoNT A protease: 0.0; FadD28 binding: -4.2; Anthrax LF inh2: -6; CCHFV vOTU inh: 10; PrPC surface inh: 9; PfHsp40 rescue: 9.4

What do the screens show for `O=C(O)COc1ccccc1/C=N/n1c(C2CCCCC2)n[nH]c1=S`?
BoNT-F LC inh: 3; TcdB GH inh: -1.0; Yp Topo-I inh: 13; BoNT A protease: -1.0; FadD28 binding: -0.3; Anthrax LF inh2: -4; CCHFV vOTU inh: 1; PrPC surface inh: -2; PfHsp40 rescue: 0.5

Results for CCN(CC)C(=O)NCc1c(C)cc(C)cc1C ?
BoNT-F LC inh: 3; Yp Topo-I inh: -8; BoNT A protease: -0.5; FadD28 binding: -3.8; Anthrax LF inh2: -1; PfHsp40 rescue: -1.8

Results for CCCCN(CC(=O)NC1CC1)S(=O)(=O)c1ccc(OCC)cc1 ?
BoNT-F LC inh: 4; TcdB GH inh: 2.1; Yp Topo-I inh: 3; BoNT A protease: 2.2; Anthrax LF inh2: -1; CCHFV vOTU inh: -3; PrPC surface inh: -2; PfHsp40 rescue: -0.1

What do the screens show for `Cn1c(=O)c2c(SCC(=O)NCc3ccco3)nc(-c3ccccc3Cl)nc2n(C)c1=O`?
BoNT-F LC inh: 1; TcdB GH inh: 2.3; Yp Topo-I inh: 11; BoNT A protease: -0.4; FadD28 binding: -2.7; Anthrax LF inh2: -1; CCHFV vOTU inh: 15; PrPC surface inh: 3; PfHsp40 rescue: 0.4

What do the screens show for `COc1ccc(S(=O)(=O)n2oc(=O)cc2-c2ccccc2)cc1OC`?
BoNT-F LC inh: 3; Yp Topo-I inh: -5; BoNT A protease: -0.4; FadD28 binding: 0.6; Anthrax LF inh2: -3; CCHFV vOTU inh: -12; PrPC surface inh: -2; PfHsp40 rescue: -0.4

How did NCCNc1ccc([N+](=O)[O-])c2cccnc12 do in these assays?
BoNT-F LC inh: -12; TcdB GH inh: 0.2; Yp Topo-I inh: -17; BoNT A protease: -0.3; FadD28 binding: -1.5; Anthrax LF inh2: -8; CCHFV vOTU inh: -9; PrPC surface inh: -15; PfHsp40 rescue: 1.7

Results for CCc1cccc(NC(=S)N(CCCN2CCOCC2)C(C)c2cc3cccc(OC)c3o2)c1 (stereo not given) ?
BoNT-F LC inh: 2; TcdB GH inh: -0.3; Yp Topo-I inh: -4; BoNT A protease: -0.4; FadD28 binding: -1.1; Anthrax LF inh2: 0; CCHFV vOTU inh: 23; PrPC surface inh: -1; PfHsp40 rescue: -3.4

Results for COc1ccc(-c2cc(C(=O)Nc3ccc(NC(C)=O)cc3)[nH]n2)c(C)c1 ?
BoNT-F LC inh: -12; TcdB GH inh: 0.2; Yp Topo-I inh: 5; BoNT A protease: -0.1; FadD28 binding: 1.6; Anthrax LF inh2: -3; CCHFV vOTU inh: -4; PrPC surface inh: 11

Results for COc1ccc(CNC(=O)CC2Sc3ccccc3NC2=O)cc1 (stereo not given) ?
BoNT-F LC inh: -2; TcdB GH inh: -1.6; Yp Topo-I inh: -8; BoNT A protease: -0.7; FadD28 binding: -2.7; Anthrax LF inh2: 1; CCHFV vOTU inh: -4; PrPC surface inh: 7; PfHsp40 rescue: 0.2

How did CC(OC(=O)CCc1nc(=O)c2ccccc2n1C)C(=O)NCc1ccc2c(c1)OCO2 (stereo not given) do in these assays?
BoNT-F LC inh: 0; TcdB GH inh: 0.4; Yp Topo-I inh: 3; BoNT A protease: -0.4; FadD28 binding: -0.9; Anthrax LF inh2: -2; CCHFV vOTU inh: 4; PrPC surface inh: 5; PfHsp40 rescue: -0.3

Screening results deposited in PubChem by several laboratories.
